# Source: PubChem BioAssay (several laboratories)
# MrgX1 antagonist: antagonists of human MrgX1 receptor; AID 588676; 310,000 compounds, 1.3% hits; Q96LB2; MRGX1-HEK293 calcium flux, Fluo-4, BAM8-22 antagonism; stronger effect = lower value; B-score at 10 µM;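 active means calcium-response B-score plate-corrected more than 3 library SD below zero, starting fluorescence within 5 deviations, no agonist response on first addition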;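 further: peak minus trough fluorescence over baseline after final BAM8-22 challenge near maximal dose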
# Target sequence (Q96LB2 whole entry, looked up): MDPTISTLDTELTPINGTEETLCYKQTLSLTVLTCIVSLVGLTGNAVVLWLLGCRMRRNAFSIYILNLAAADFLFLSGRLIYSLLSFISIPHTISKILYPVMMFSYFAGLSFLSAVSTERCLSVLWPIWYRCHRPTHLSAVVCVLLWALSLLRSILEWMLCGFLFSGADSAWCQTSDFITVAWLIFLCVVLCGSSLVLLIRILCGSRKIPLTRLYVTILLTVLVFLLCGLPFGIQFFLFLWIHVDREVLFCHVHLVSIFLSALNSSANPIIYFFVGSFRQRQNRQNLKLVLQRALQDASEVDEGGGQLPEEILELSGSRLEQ
# TRPC6 inh: mouse TRPC6 channel inhibition; AID 2553; B-score at 10 µM; Q61143; 310,000 compounds, 1.1% hits; HEK293-TRPC6, membrane potential dye, ACh-evoked depolarization; stronger effect = lower value;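 active means B-score under library mean minus 3 SD, initial fluorescence not abnormally high, positive integrated signal ratio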;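 further: B-score derived from integrated fluorescence ratio over the kinetic read; more negative B-score means stronger inhibition of depolarization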
# RGS4 inh: inhibitors of human RGS4; P49798; HEK293 M3R/RGS4 inducible, Fluo-4 calcium flux; stronger effect = higher value; triggered by carbachol at its EC20; B-score at 10 µM; 310,000 compounds, 0.45% hits; AID 463165;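 active means B-score, a plate-corrected calcium signal, over three deviations above library mean, with baseline fluorescence within five deviations of library mean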;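 further: RGS4 expression induced by doxycycline in cells with stable M3 receptor; B-score is computed from the integrated fluorescence ratio over baseline after carbachol; higher B-score means a larger calcium signal and so more RGS4 inhibition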
# Target sequence (P49798 whole entry, looked up): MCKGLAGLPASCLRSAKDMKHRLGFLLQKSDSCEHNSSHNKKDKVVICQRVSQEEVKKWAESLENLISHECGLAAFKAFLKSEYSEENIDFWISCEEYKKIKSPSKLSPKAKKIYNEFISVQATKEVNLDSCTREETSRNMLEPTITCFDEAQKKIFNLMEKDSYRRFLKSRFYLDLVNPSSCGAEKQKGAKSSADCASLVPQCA
# TRPC6 act: mouse TRPC6 channel activation. AID 2550. 310,000 compounds, 0.13% hits. HEK293-TRPC6 membrane potential dye fluorescence; stronger effect = higher value. B-score at 10 µM. Q61143;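 active means B-score of the integrated fluorescence ratio above library mean plus 3 SD, and starting fluorescence ratio within library mean plus 5 SD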;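 further: higher score means more depolarization so channel activation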
# HIF act: HIF pathway transcriptional activation; U2OS HRE-luciferase reporter, luminescence; normalized: DMSO 0%, desferrioxamine 100%; activation, % at 7.5 µM (by protocol); 300,000 compounds, 0.32% hits;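 active means mean activation of at least 10% of the iron chelator positive control signal, with at least half of replicates also reaching 10%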
# SKKanGAS inh: blocks kanamycin growth of S. pyogenes SKKanGAS strain; 300,000 compounds, 1.3% hits; inhibition, % at 7.5 µM; BacTiter-Glo, 6 h;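 active means mean replicate score, as percent of positive control median, at least 50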;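 further: strain carries kanamycin resistance gene driven by streptokinase promoter and grows in 40 µg/ml kanamycin; loss of luminescence reflects streptokinase promoter inhibition or plain growth inhibition; 0% = median of DMSO wells and 100% = positive control at its reference dose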
# TRPC4 inh: TRPC4 (mouse) channel inhibition; Q9QUQ5; B-score at 10 µM; 300,000 compounds, 0.39% hits; HEK293 TRPC4beta/mu-opioid, DAMGO-evoked Fluo4 calcium flux; stronger effect = lower value;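 active means B-score over 3 SD under the library average, no early fluorescence shift, positive overall ratio signal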
#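 Signal: kinetic Fluo4 fluorescence imaging of calcium influx. Material: stable TRPC4beta/mu-opioid receptor HEK293 cells. Probe or stimulus: DAMGO in two steps, submaximal then maximal.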
# RGS4 pot: RGS4 potentiation or activation; 310,000 compounds, 0.92% hits; HEK293 M3R/inducible RGS4, carbachol calcium flux Fluo4; stronger effect = lower value; AID 463111; B-score at 10 µM;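 active means B-score of the integrated calcium signal more than 4 SD below the library mean, with starting fluorescence not abnormally high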;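 further: negative B-score means reduced calcium response which marks RGS4 activation or potentiation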
#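 Material: Inducible-RGS4 HEK293 cells carrying M3 receptor; also added: carbachol at ECmax as muscarinic agonist stimulus; incubation: compound preincubation 20 min at room temperature before agonist; signal: Fluo4-AM (2 µM) calcium-flux fluorescence, kinetic read; measure: integrated calcium ratio converted to B score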
# Platelet DG rel: platelet dense granule release activity | human platelet-rich plasma, SFLLRN dense granule ATP release, luminescence | inhibition, %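 (compounds screened at 7.5 µM in platelet-rich plasma)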 | 300,000 compounds, 0.22% hits;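 active means mean replicate score, as percent of positive control, at or above 50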
# MrgX1 agonist: agonists of human MrgX1 receptor. MrgX1-HEK293 cells, Fluo-4 calcium fluorescence, agonist mode; stronger effect = higher value. B-score at 10 µM. 310,000 compounds, 0.44% hits. AID 588627. Q96LB2;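 active means calcium response B-score plate-corrected fluorescence ratio at least 3 library SD, with starting fluorescence B-score inside 5 SD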
#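 Material – MrgX1-expressing HEK293 cells · Input – 15,000 cells seeded per well · Dosing – compound as first of three additions · Times – overnight seeding, then 1 h dark dye loading · Measured by – kinetic Fluo-4 NW fluorescence of intracellular calcium · Read-out – B-scored fluorescence response ratio · Benchmarks – positive and negative control wells on each plate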
# MrgX1 allo act: human MrgX1 positive allosteric modulation, primary screen | 310,000 compounds, 0.63% hits | AID 588675 | MrgX1-HEK293, Fluo-4 calcium flux, FDSS; stronger effect = higher value | B-score at 10 µM;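 active means plate-corrected calcium response at least 3 library SD above typical, normal starting fluorescence, not activating the receptor alone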;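 further: compound read alongside a low EC10 to EC30 dose of BAM8-22 agonist; peak minus trough fluorescence over baseline measured at the second addition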
# Active calls of the source: *; i = inactive; . = not tested or not shown.
SMILES	MrgX1 antagonist	TRPC6 inh	RGS4 inh	TRPC6 act	HIF act	SKKanGAS inh	TRPC4 inh	RGS4 pot	Platelet DG rel	MrgX1 agonist	MrgX1 allo act
CCOC(=O)Cc1csc(NC(=O)CN2CCOCC2)n1	i	i	i	i	-1.9	0	i	i	6	i	i
COc1ccc(C(=O)Nc2cc(OC)ccc2OC)cc1	i	i	i	i	0.0	-6	i	i	-2	i	i
CN(c1ccccc1)S(=O)(=O)c1cccc(C(=O)OCC(=O)Nc2ccc3[nH]c(=O)[nH]c3c2)c1	i	i	i	i	-12	-2	i	i	-1	i	i
O=C1CC(c2ccccc2)C(C(=O)Nc2ccccc2F)N1 (centres undefined)	i	i	i	i	0.1	-3	i	i	7	i	i
COc1ccc(CNC(=O)CCN2C(=O)c3ccccc3C2=O)cc1	i	i	i	i	1.5	-3	i	i	-1	i	i
COc1cccc(NC(=O)c2ocnc2C)c1	i	i	i	i	1.1	2	i	i	22	i	i
CCC(C(=O)Nc1nc(C)c(C(=O)OC)s1)c1ccccc1 (centres undefined)	i	i	i	i	0.0	-2	i	i	4	i	i
COc1ccc(N2CC(C(=O)Nc3ccncc3)CC2=O)cc1 (centres undefined)	i	i	i	i	-4.9	-15	i	i	5	i	i
Cc1ccc2c(c1)N(C(=O)CCC(=O)NCCCN1CCN(C)CC1)CC(C)O2 (centres undefined)	i	i	i	i	0.2	-1	i	i	-2	i	i
O=C(NCCCN1CCCC1=O)[C@H](CSCc1ccccc1)N1Cc2ccccc2C1=O	i	i	i	i	-0.1	-3	i	i	0	i	i
O=C(NCCc1ccccn1)c1cc(-c2ccccc2Cl)nc2ccccc12	i	i	i	i	0.0	-4	i	i	4	i	i
O=C1Nc2ccccc2/C1=N\N1CCOCC1	i	i	i	i	-0.6	-1	i	i	-19	i	i
N#C/C(C(=O)NCc1ccccc1)=C1/N=C(NC(=O)c2ccco2)c2ccccc21	i	i	i	i	-0.4	0	i	i	2	i	i
O=C(OCc1nnc(-c2ccccc2)o1)c1ccco1	i	i	i	i	0.4	1	i	i	.	i	i
CCOC(=O)C1CCCN(S(=O)(=O)c2ccc3ccccc3c2)C1 (centres undefined)	i	i	i	i	0.2	-4	i	i	10	i	i
CCOC(=O)Nc1nc2ccccc2s1	i	i	i	i	3.8	1	i	i	0	i	i
CCCCCCCNC(=O)COc1ccc2c(c1)C(=O)CC(C)(C)O2	i	i	i	i	0.2	-4	-5*	i	1	i	i
Cc1cccc(OCC(=O)NNC(=O)C2CCN(c3ncnc4sc(C)c(C)c34)CC2)c1	i	i	i	i	-0.7	17	i	i	-8	i	i
O=S(=O)(c1cccc2cccnc12)n1cnc2ccccc21	i	i	i	i	-0.5	-12	i	i	-11	i	i
COc1ccc(OCCSc2nnc(CCNC(=O)c3ccc(Cl)c(Cl)c3)n2C)cc1	i	i	i	i	-0.3	-13	i	i	-7	i	i
COc1ccc(C2CC(c3ccc(Cl)cc3Cl)Nc3nc(N)nn32)cc1 (centres undefined)	i	i	i	i	-0.3	6	i	i	0	i	i
C#CCOCCOCCOCCNc1nc(N2CCOCC2)nc(N2CCN(C(=O)[C@H](C)n3cc(CCCN=C(N)N)nn3)CC2)n1	i	i	i	i	-0.2	1	i	i	3	i	i
COc1ccccc1N1C(=O)C2CC(C)=C(C)CC2C1=O (centres undefined)	i	i	i	i	-0.3	-2	i	i	4	i	i
CC(=O)c1cc2c(cc1NC(=O)CN1CCCCCC1)OCO2	i	i	i	i	0.5	-12	i	i	-8	i	i
O=C(CCSc1nnc2scc(-c3ccccc3)n12)Nc1nc(-c2ccccc2)ns1	i	i	i	i	-0.5	18	i	i	-1	i	i
Cc1ccc(/C=N/N(C)C2=NS(=O)(=O)c3ccccc32)o1	i	i	i	i	0.4	1	i	i	-6	i	i
COc1cccc(N(C(=O)c2snc(C(N)=O)c2N)C(C(=O)NCC2CCCO2)c2c[nH]c3ccccc23)c1 (centres undefined)	i	i	i	i	0.1	4	i	i	2	i	i
COc1ccccc1OCC(=O)N/N=C1\CCCCc2ccccc21	i	i	i	i	-0.1	-13	i	i	9	i	i
Cc1c(Cl)cccc1S(=O)(=O)Nc1ccnn1C	i	i	i	i	-0.3	-2	i	i	-1	i	i
COc1ccc(CCN(C)C(=O)c2cc(-c3ccc(C)cc3)nc3ccccc23)cc1OC	i	i	i	i	-0.2	4	i	i	-5	i	i
O=C(O)CCCc1nc(-c2ccccc2)no1	i	i	i	i	-0.1	-3	i	i	14	i	i
O=C(NCC(=O)N(CC1CCCO1)C(C(=O)NC1CCCC1)c1cccnc1)c1ccco1 (centres undefined)	i	i	i	i	0.2	3	i	i	-1	i	i

# One compound at a time, as listed above. Order of values: MrgX1 antagonist, TRPC6 inh, RGS4 inh, TRPC6 act, HIF act, SKKanGAS inh, TRPC4 inh, RGS4 pot, Platelet DG rel, MrgX1 agonist, MrgX1 allo act
# `COc1ccccc1N1C(=O)C2CC(C)=C(C)CC2C1=O` (centres undefined) is entered as i, i, i, i, -0.3, -2, i, i, 4, i, i
# `O=C1Nc2ccccc2/C1=N\N1CCOCC1` is entered as i, i, i, i, -0.6, -1, i, i, -19, i, i

# (listing goes on)
SMILES	MrgX1 antagonist	TRPC6 inh	RGS4 inh	TRPC6 act	HIF act	SKKanGAS inh	TRPC4 inh	RGS4 pot	Platelet DG rel	MrgX1 agonist	MrgX1 allo act
Cc1ccc(-c2nc3cccnc3s2)cc1NS(C)(=O)=O	i	i	i	i	3.3	-1	i	i	3	i	i
Clc1ccc(Cc2nn3c(Cn4nnc5ccccc54)nnc3s2)cc1	i	i	i	i	-0.1	8	i	i	1	i	i
COc1ccc(CNC(=O)C2CC(=O)N(C3CCCC3)C2)cc1 (centres undefined)	i	i	i	i	0.0	-6	i	i	-2	i	i
Cc1cc(C(=O)NP(=O)(N2CCOCC2)N2CCOCC2)c(C)n1-c1ccc(Br)cc1	i	i	i	i	0.0	-14	i	i	-5	i	i
O=C(CC1C(=O)NCCN1Cc1ccc(Cl)c(F)c1)NCC1CCOCC1 (centres undefined)	i	i	i	i	-0.3	-3	i	i	2	i	i
CC(C)CCNC(=O)CCC(=O)NNc1nc2ccccc2c2nc(-c3ccccc3)nn12	i	i	i	i	-0.2	19	i	i	0	i	i
NNC(=O)Nc1cccc(C(F)(F)F)c1	i	i	i	i	-0.1	3	i	i	3	i	12*
O=C(CN(C(=O)CNC(=O)c1ccco1)c1cccc(F)c1)NC1CCCCC1	i	i	i	i	-0.2	1	i	i	2	i	i
Cc1cc(Cl)ccc1N(CC(=O)N=Nc1c(O)[nH]c2ccccc12)S(C)(=O)=O	i	i	4.9*	i	-0.7	13	i	i	15	i	i
CC(=O)Oc1ccc(Nc2ccccc2)cc1	i	i	i	i	0.3	3	i	i	1	i	i
Cn1cc(CNC(=O)C2CCC(=O)N(Cc3cccc(C(F)(F)F)c3)C2)cn1 (centres undefined)	i	i	i	i	0.3	-19	i	i	-15	i	i
Cc1ccc(N/C=C2\CCCCC2=O)c(C)c1	i	i	i	i	0.3	-15	i	i	-3	i	i
CCCCc1cc(=O)oc2cc(OCC(=O)Nc3ccccn3)ccc12	i	i	i	i	2.4	-11	i	i	6	i	i
Cc1c(NC(=O)c2ccc(C(=O)Nc3c(C)n(C)n(-c4ccccc4)c3=O)cc2)c(=O)n(-c2ccccc2)n1C	i	i	i	i	-0.4	-2	i	i	-7	i	i
Cn1nc(-c2ccccc2)c(CSc2ccccc2)c1Cl	i	i	i	i	-0.7	62*	i	i	-1	i	i
CCc1nc(SCC(=O)Nc2nnc(CC(C)C)s2)n[nH]1	i	i	i	i	0.2	3	i	i	5	i	i
Fc1ccc(CSc2ncnc3nc[nH]c23)cc1	i	i	i	i	-0.2	4	i	i	16	i	i
COc1ccccc1NS(=O)(=O)c1cc(NC(=O)CNC(=O)c2ccc(C)s2)ccc1Cl	i	i	i	i	-1.6	8	i	i	1	i	i
CCOC(=O)C1CCN(CC(=O)Nc2c(C(=O)OC)[nH]c3ccc(Cl)cc23)CC1	i	i	i	i	0.6	7	i	i	3	i	i
Clc1ccc(/C=C/c2nc3ccccc3[nH]2)c(Cl)c1	i	i	i	i	-5.2	43	i	i	60*	i	i
COc1ccc(/C(C)=N/NC(=O)C(NC(=O)c2ccccc2)c2n[nH]c(=O)c3ccccc23)c(OC)c1 (centres undefined)	i	i	i	i	-0.2	-6	i	i	4	i	i
Oc1c(C=NCc2ccc(F)cc2)[nH]c2ccc(Br)c(Cl)c12	i	i	5.7*	i	-0.2	6	i	i	-2	27*	i
O=C(NNc1nc(-c2ccc(F)cc2)cs1)c1ccccc1	i	i	i	i	-0.6	68*	i	i	11	i	i
COc1ccc(C2N(Cc3ccccc3)CC(=O)N2/N=C(\C)c2ccccc2)cc1 (centres undefined)	i	i	i	i	-0.3	-1	i	i	-1	i	i
CCOc1ccc(OCC)c(S(=O)(=O)NCc2ccccn2)c1	i	i	i	i	.	3	i	i	7	i	i
CCN(CC)S(=O)(=O)c1cccc(C(=O)N[C@H](C(=O)NCc2ccc(Cl)cc2)C(C)C)c1	i	i	i	i	0.6	-1	i	i	0	i	i
CN(C)CCNc1ncnc2c1sc1nc(N3CCCC3)c3c(c12)CC(C)(C)OC3	i	i	i	i	-0.9	8	i	i	-9	i	i
CCc1ccc(N2CC34C=CC(O3)C(C(=O)OC)C4C2=O)cc1 (centres undefined)	i	i	i	i	0.0	-3	i	i	2	i	i
COc1cc(OC)cc(C(=O)N[C@H](C(=O)Nc2ccc(S(=O)(=O)N(C)C)cc2)C(C)C)c1	i	i	i	i	-0.2	8	i	i	-6	i	i
CN(C)S(=O)(=O)c1cccc(C(=O)NCCCn2ccnc2)c1	i	i	i	i	0.1	4	i	i	-1	i	i
Cc1nnc(SCCn2c(N3CCN(Cc4ccccc4)CC3)nc3c2c(=O)[nH]c(=O)n3C)s1	i	-7.8*	i	i	-0.1	2	i	i	-8	i	i
OCCNc1nc(N2CCCC2)nc(N2CCCC2)n1	i	i	i	i	-0.2	-5	.	i	0	i	i
